Screening results: PubChem BioAssay, National Center for Advancing Translational Sciences (NCATS)
HT1080 IDH1KD tx: qHTS for induction of synthetic lethality in tumor cells producing 2HG: qHTS for the HT-1080-IDH1KD cell line. HT-1080 IDH1 knockdown viability, ATP luminescence, 48 h. Potency, µM (series often up to 46.1 µM), for inactives: top-dose activity, negative = toxicity, most hits filed as cytotoxic. actives 2% (n = 360,000). AID 686971, 2013;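 also: potency is read from the fitted curve at half-maximal effect; 0% = DMSO wells and -100% = cell-free medium wells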
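Using the IDH1-knockdown HT-1080 line run in the same batch and compound series as the NT line, viability after 48 h at 37 °C was determined by CellTiter-Glo luminescence and expressed as % activity.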
MCF10A rereplic: A quantitative high throughput screen for small molecules that induce DNA re-replication in MCF 10a normal breast cells; MCF 10A DNA re-replication, Hoechst nuclear intensity, 48 h; Potency, µM (highest dose often 46.1 µM), for inactives: at the highest dose activity, positive = re-replication, usual class: activators; actives 2.9% (n = 350,000); AID 624296, 2012; also: potency is read from the fitted curve at half-maximal effect; % of control where 0% means no effect; nearly all actives have a fitted effect of over 50% in size
KB-3-1 tox: qHTS assay for MDR1-selective chemotherapeutics: Primary screen using the parental adenocarcinoma cell KB-3-1; KB-3-1 viability, CellTiter-Glo ATP luminescence, 72 h; Potency, µM (titrated, usually from 46.1 µM), without a hit: top-dose activity change, negative = cytotoxic, hits mostly cytotoxic; actives 1.4% (n = 400,000); AID 1347075, 2019; also: potency is read from the fitted curve at half-maximal effect; % is scaled to controls: 0 for no effect and ±100 for the full control effect; nearly all actives have a fitted effect of over 60% in size
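Viability of parental KB-3-1 cells, measured by CellTiter-Glo luminescence, followed a 72 h incubation at 37 °C with pinned compounds in phenol-red-free DMEM containing 10% FBS.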
HT1080-NT tox: qHTS for induction of synthetic lethality in tumor cells producing 2HG: qHTS for the HT-1080-NT fibrosarcoma cell line; HT-1080-NT fibrosarcoma viability, CellTiter-Glo ATP luminescence, 48 h; Potency, µM (series often up to 46.1 µM), for the others: at the highest dose activity, negative = less viability, most hits filed as cytotoxic; actives 1.6% (n = 360,000); AID 686970, 2013;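 also: NT is the 2HG producing partner of a matched IDH1 knockdown line; potency is read from the fitted curve at half-maximal effect; 0% = DMSO-treated cells and -100% = media-only wells without cells; nearly all actives have a fitted effect of over 55% in size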
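Toxicity toward the 2HG-producing NT line was scored as %Activity, normalised to DMSO and no-cell wells, from CellTiter-Glo luminescence after 48 hours' treatment.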
ATXN2 expr inh: Primary qHTS for Inhibitors of ATXN expression; Potency, µM (series often up to 57 µM), for inactives: at the top dose activity change, negative = inhibition, usual class: inhibitors; AID 1745845, 2022; actives 0.72% (n = 360,000); HEK-293 ATXN2-luciferase reporter, luminescence, 24 h; also: potency is read from the fitted curve at half-maximal effect; % is scaled to controls: 0 for no effect and ±100 for the full control effect; nearly all actives have a fitted effect of over 55% in size
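ATXN2-luciferase reporter cells (luciferase flanked by upstream and downstream ATXN2 gene portions) were treated 24 h at 37 °C with compounds at up to 57 uM. SteadyGlo luminescence gave expression; GF-AFC fluorescence gave viability.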
KB-V1 cytotox: qHTS assay for MDR1-selective chemotherapeutics: Primary screen using the drug-selected MDR subline cells KB-V1 | KB-V1 MDR cells viability, CellTiter-Glo, 72 h | Potency, µM (doses to about 46.1 µM), for inactives: top-dose activity change, negative = cytotoxicity, hits mostly cytotoxic | actives 3.4% (n = 400,000) | AID 1347076, 2019; also: potency is read from the fitted curve at half-maximal effect; % is scaled to controls: 0 for no effect and ±100 for the full control effect; nearly all actives have a fitted effect of over 60% in size
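Drug-selected KB-V1 cells, grown in DMEM lacking phenol red with 10% FBS, receive compound titrations; after three days at 37 degrees C, surviving cell ATP is quantified by CellTiter-Glo luminescence and responses normalized and curve-fitted.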
ATXN viability: Viability Counterscreen for Primary qHTS for Inhibitors of ATXN expression | actives 0.49% (n = 400,000) | AID 651635, 2014 | S2 cells (HEK-293 line with an ATXN2-luciferase reporter) viability, CellTiter-Fluor protease fluorescence, 24 h | Potency, µM (titrated, usually from 56.7 µM), usual class: cytotoxic; also: potency is read from the fitted curve at half-maximal effect; nearly all actives have a fitted effect of over 40% in size
SW480 rereplic: A quantitative high throughput screen for small molecules that induce DNA re-replication in SW480 colon adenocarcinoma cells. actives 1.8% (n = 340,000). Potency, µM (series often up to 46.1 µM), for inactives: at the highest dose re-replication activation, most hits filed as activators. AID 624297, 2012. SW480 DNA re-replication, Hoechst DNA content imaging, 48 h; also: potency is read from the fitted curve at half-maximal effect; % of control where 0% means no effect; nearly all actives have a fitted effect of over 55% in size
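Per well, 250 cells were exposed to pinned compound for 48 hr. Nuclear DNA was visualised with Hoechst (40 min, 37 C) and total object intensity recorded by fluorescence scanning.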
IL-1B inflam inh: qHTS for Inhibitors of Inflammasome Signaling: IL-1-beta AlphaLISA Primary Screen; THP-1 LPS/ATP IL-1B secretion, AlphaLISA, 16 h; stronger effect = lower value; activity change, % at 57.5 µM; actives 4.7% (n = 360,000); AID 743279, 2014; in the data active = activity change below about -50%; inconclusive = mostly about -30% to -49%; also: % is scaled to controls: 0 for no effect and ±100 for the full control effect
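THP-1 cells pretreated 1 hr with compounds (up to 57.5 uM final), then stimulated with LPS (250 ng/mL final) plus ATP (1.25 mM final); secreted IL-1B measured by AlphaLISA after 16 hr, decreased signal indicating inhibition.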
Starred values were filed as active, the others as inactive; i = inactive; ? = inconclusive; / = no result given; [ ] = dose if it differs, or a comment. Unless noted, calls follow the shape of the dose curve; as a rule, active = well fitted curve in the direction sought with a large enough effect; inconclusive = small, poorly fitted or top-dose-only effect, or another doubt; inactive = no such curve, though single readings can be large; an effect the other way counts as inactive or inconclusive.

SMILES,HT1080 IDH1KD tx,MCF10A rereplic,KB-3-1 tox,HT1080-NT tox,ATXN2 expr inh,KB-V1 cytotox,ATXN viability,SW480 rereplic,IL-1B inflam inh
CCn1c2ccccc2c2cc(NC(=O)c3ccc(C)c([N+](=O)[O-])c3)ccc21,15%,-1%,?,5%,-7%,-15%,i,-3%,-26
Cc1noc(C)c1CSCC(=O)Nc1cc(S(=O)(=O)N2CCOCC2)ccc1OCC(F)(F)F,7%,0%,12%,1%,9%,-2%,i,-3%,-7
CC(=O)N(Cc1ccco1)c1nc(C(=O)Nc2ccc(Cl)cc2)c(C)s1,-14%,1%,-14%,-4%,12%,?,i,-1%,?
O=C(NCc1cccc(Cl)c1)C1CCC(=O)N(CCN2CCOCC2)C1 (stereo not drawn),9%,0%,-5%,5%,1%,10%,?,2%,0
Cc1sc2nc(-c3ccc(Br)cc3)oc(=O)c2c1C,1%,5%,8%,17%,23%,18%,i,7%,12
O=C(c1ccco1)n1nc(-c2ccc(Cl)cc2)nc1NCc1ccc(F)cc1,/,/,-1%,/,6%,-1%,i,/,/
CN(C)CCn1c2c(c(SCC(=O)NCc3ccccc3)nc1=O)CCCC2,0%,1%,-2%,4%,6%,?,i,-14%,9
O=C(OCC(=O)N(C1CCCCC1)C1CCCCC1)c1ccc(Cl)nc1,-4%,5%,0%,-4%,5%,-2%,i,7%,12
CCCCCC(=O)NC(=S)Nc1ccc(N2CCOCC2)cc1,-17%,2%,0%,-3%,/,0%,i,-2%,-11
CCc1cccc2c(C(=O)COC(=O)c3ccccc3)c[nH]c12,-1%,0%,-1%,0%,63%[activator],?,i,-5%,-6
C#CCOCCOCCOCCNc1nc(N2CCN(C(=O)C([C@@H](C)O)n3cc([C@@H](N)CCCCN)nn3)CC2)nc(N2CCN(C(=O)[C@H](CCCCN)n3cc([C@@H](N)CC(N)=O)nn3)CC2)n1 (stereo partly drawn),4%,2%,9%,1%,-4%,5%,i,0%,-3
NC(=O)c1sc2cc(C(F)(F)F)cnc2c1-c1cccs1,-4%,0%,-1%,2%,-22%,12%,i,-3%,-8
COc1ccc(N=CC2=C(O)CC(C)(C)CC2=O)cc1,?,1%,-1%,-17%,11%,7%,i,-5%,-3
CCC[C@@H]1CCCO[C@@](C(=O)NCc2ccccn2)(C(F)(F)F)C1,5%,13%,2%,11%,-12%,0%,i,-7%,6
O=C(O)C1(Nc2ccccc2)CCCC1,6%,-23%,5%,13%,0%,-3%,i,-10%,21
O=C(NCCCNCc1ccccc1)c1ccc(/C=N/O)nc1,-1%,4%,-5%,-2%,-8%,-6%,i,-12%,-1
Cc1ccc(NC(=O)c2oc3ccc(S(=O)(=O)N4CCCCC4)cc3c2C)cc1C,/,/,-1%,/,0%,?,i,/,/
Cn1nc(C(C)(C)C)cc1C(=O)O,2%,10%,2%,10%,/,8%,i,-153%[inhibitor],3
COc1ccc(C(C(=O)NC2CCCCC2)N(C(=O)c2sc(C)nc2C)c2ccc(C(C)=O)cc2)cc1 (stereo not drawn),0%,-4%,-16%,?,0%,-7%,i,16%,11
CNc1oc(-c2ccc(COc3ccc(C)cc3)o2)nc1C#N,/,/,-5%,/,?,34%,?,/,/

Reprinted at random: 2 records from the list, in no set order.
SMILES,HT1080 IDH1KD tx,MCF10A rereplic,KB-3-1 tox,HT1080-NT tox,ATXN2 expr inh,KB-V1 cytotox,ATXN viability,SW480 rereplic,IL-1B inflam inh
O=C(O)C1(Nc2ccccc2)CCCC1,6%,-23%,5%,13%,0%,-3%,i,-10%,21
COc1ccc(N=CC2=C(O)CC(C)(C)CC2=O)cc1,?,1%,-1%,-17%,11%,7%,i,-5%,-3

(next part)
SMILES,HT1080 IDH1KD tx,MCF10A rereplic,KB-3-1 tox,HT1080-NT tox,ATXN2 expr inh,KB-V1 cytotox,ATXN viability,SW480 rereplic,IL-1B inflam inh
CCN(CC)C(=O)c1ccc(NS(=O)(=O)c2ccccc2)cc1,0%,-4%,1%,-8%,6%,2%,i,-6%,3
O=C(Cc1ccc(Cl)cc1)NNC(=O)c1cnccn1,-9%,?,3%,-11%,0%,-27%,i,18%,-6
Cc1ccc(S(=O)(=O)N2CCC(=O)N(C(COCc3ccc(Cl)cc3Cl)Cc3ccccc3)CC2)cc1 (stereo not drawn),7%,?,0%,7%,10%,-16%,i,14%,-3
O=C(CN1C(=O)NC2(CCCCC2)C1=O)N1CCN(c2ncccn2)CC1,9%,-4%,-1%,10%,10%,-28%,i,-7%,25
CCOc1ccc(-c2nnc(SCC(=O)N3CCOCC3)o2)cc1,-1%[9.24 µM],-2%,20%,10%,14%,-3%,i,-8%,23
Cc1ccc(NS(=O)(=O)c2c(C)[nH]c(=O)[nH]c2=O)cc1C,-3%,9%,-2%,8%,-1%,6%,i,1%,25
Nc1c(N(CCCO)C(=O)C2CCCC2)c(=O)[nH]c(=O)n1Cc1ccccc1,8%,-9%,-14%,-7%,7%,?,i,51%,-2
COc1ccccc1N1CCN(CC(O)COc2cc(C)cc(C)c2)CC1 (stereo not drawn),/,/,-7%,/,-15%,-1%,i,/,/
CC(=O)N1CCC(C(=O)NCCOc2cccc(C)c2)CC1,0%,-8%,-3%,-7%,1%,0%,i,1%,23
Cc1cc(C)n(CCNC(=O)c2ccc3c(c2)OCO3)n1,15%,-3%,?,19%,23%,-3%,i,-1%,-7
CN1N=C(N)c2cn(C3OC(COP(=O)(O)O)C(O)C3O)c3ncnc1c23 (stereo not drawn),?,4%,1.8µM*,-24%,16%,?,i,1%,181
CN=C(c1ccccc1)c1c(C)cccc1C,0%,4%,-1%,6%,0%,16%,i,?,4
CCO[C@@H]1OC(C(=O)N2CCN(C)CC2)=C[C@H](c2csc3ccccc23)[C@H]1CCCO,-3%,?,-3%,6%,-1%,-9%,i,-7%,-1
Cc1occc1C(=O)Nc1ccc(OCc2ccccc2)cc1,?,16%,0%,?,55%[activator],16µM*,i,0%,31
O=C(O)COc1ccc(Nc2ccccc2)cc1,6%,-31%[inhibitor],-15%,0%,-7%,0%,i,-27%,1
COC(=O)c1[nH]c2ccc(C)cc2c1NC(=O)CN1CCC(C)CC1,2%,7%,-22%,-4%,-8%,?,i,8%,-4
COc1ccc(N2C(=O)C(CC(=O)Nc3ccc(F)cc3)N(Cc3ccc4c(c3)OCO4)C2=O)cc1 (stereo not drawn),/,/,-12%,/,8%,24%,i,/,/
Cc1ccc(SCC(=O)NC2CCS(=O)(=O)C2)cc1 (stereo not drawn),0%,-2%,-2%,17%,-6%,0%,i,-4%,0
COc1ccc(-c2n[nH]c(C)c2-c2ccc(OC)c(OC)c2)c(O)c1,18µM*,16µM*,-16%,?,-22%,0%,i,?,-22
CN(C)CCCN=C(NO)c1ccc(Cl)cc1Cl,2%,3%,-1%,24%,-21%,-3%,i,0%,-1
O=C(CSc1ccc(Br)cc1)NCC1(N2CCCCC2)CCCCC1,1%,1%,4%,6%,5%,-10%,i,-7%,-12
CCc1ccc(-c2ccc3nnc(SC)n3n2)cc1,2%,0%,4%,3%,/,-17%,?,-5%,32
O=C(Cc1c(F)cccc1Cl)Nc1cccc(S(=O)(=O)NC2=NCCCCC2)c1,14%,9%,-7%,8%,0%,-16%,i,2%,-9
COC(=O)Cn1ncc(N2CC(C)OC(C)C2)c(Cl)c1=O (stereo not drawn),17%,3%,-1%,23%,3%,0%,i,-31%,10
Cc1ccc2ccc3ccc(C)nc3c2n1,?,?,-10%,0.0058µM*,?,-27%,?,?,63
O=C(NNC(=O)c1cc(C(F)(F)F)cc(C(F)(F)F)c1)c1ccc(Cl)cc1,2%,-9%,-7%,4%,4%,-19%,i,?,/
COc1ccc(C2=NN(C(=O)C(O)c3ccccc3)C(O)(C(F)(F)F)C2)cc1 (stereo not drawn),-10%,?,0%,-5%,5%,7%,?,31%,-2
O=c1[nH]c(N2CCOCC2)nc2ccccc12,0%,-7%,15%,1%,/,21%,i,-2%,0
COc1ccc(/C=C/C(=O)OCC(=O)Nc2ccc(Cl)cc2F)cc1S(=O)(=O)N1CCOCC1,6%,-53%[inhibitor],2%,2%,2%,-9%,i,-78%[inhibitor],2

Laid out differently: results already given.
C#CCOCCOCCOCCNc1nc(N2CCN(C(=O)C([C@@H](C)O)n3cc([C@@H](N)CCCCN)nn3)CC2)nc(N2CCN(C(=O)[C@H](CCCCN)n3cc([C@@H](N)CC(N)=O)nn3)CC2)n1 (stereo partly drawn)
  HT1080 IDH1KD tx = 4% | MCF10A rereplic = 2% | KB-3-1 tox = 9% | HT1080-NT tox = 1% | ATXN2 expr inh = -4% | KB-V1 cytotox = 5% | ATXN viability = i | SW480 rereplic = 0% | IL-1B inflam inh = -3
NC(=O)c1sc2cc(C(F)(F)F)cnc2c1-c1cccs1
  HT1080 IDH1KD tx = -4% | MCF10A rereplic = 0% | KB-3-1 tox = -1% | HT1080-NT tox = 2% | ATXN2 expr inh = -22% | KB-V1 cytotox = 12% | ATXN viability = i | SW480 rereplic = -3% | IL-1B inflam inh = -8
COc1ccc(N=CC2=C(O)CC(C)(C)CC2=O)cc1
  HT1080 IDH1KD tx = ? | MCF10A rereplic = 1% | KB-3-1 tox = -1% | HT1080-NT tox = -17% | ATXN2 expr inh = 11% | KB-V1 cytotox = 7% | ATXN viability = i | SW480 rereplic = -5% | IL-1B inflam inh = -3
CCC[C@@H]1CCCO[C@@](C(=O)NCc2ccccn2)(C(F)(F)F)C1
  HT1080 IDH1KD tx = 5% | MCF10A rereplic = 13% | KB-3-1 tox = 2% | HT1080-NT tox = 11% | ATXN2 expr inh = -12% | KB-V1 cytotox = 0% | ATXN viability = i | SW480 rereplic = -7% | IL-1B inflam inh = 6
